Source: PubChem BioAssay
IL-2 act = qHTS of IL-2 Activators. activation, % (series mostly up to about 46 µM). IL-2 activation reporter assay, cell-based qHTS; stimulated with anti-CD3/CD4/CD28 beads; in transgenic mouse T cells. AID 652025, 2013. hit rate 0.065% among 360,000; in the data active = activation above about 50%; inconclusive = mostly about 30% to 49%; note: 0% is about no effect
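Readout: EGFP and DsRed signals by fluorescent plate cytometry. Unstimulated transgenic mouse T cells received compound 60 min before antibody-bead stimulation, then incubated 18 h at 37 degrees C.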
PTHR1 agonist = qHTS for PTHR1 Agonists: Primary Screen | hit rate 0.075% among 410,000 | Potency, µM (doses to about 115 µM), without a hit: at the top dose activation, actives largely listed as activators | Parathyroid hormone/parathyroid hormone-related peptide receptor (Homo sapiens), Q03431 | HEK293 GP2 PTHR1 cells, GloSensor cAMP luminescence, 1 h; note: potency is the fitted concentration of half-maximal effect; nearly all actives have a fitted effect of over 55% in size; some results filed as inactive show a strong effect at the top dose; inactives centre near -15; many of its hits are not listed in these tables
Target sequence (Q03431 whole entry, looked up): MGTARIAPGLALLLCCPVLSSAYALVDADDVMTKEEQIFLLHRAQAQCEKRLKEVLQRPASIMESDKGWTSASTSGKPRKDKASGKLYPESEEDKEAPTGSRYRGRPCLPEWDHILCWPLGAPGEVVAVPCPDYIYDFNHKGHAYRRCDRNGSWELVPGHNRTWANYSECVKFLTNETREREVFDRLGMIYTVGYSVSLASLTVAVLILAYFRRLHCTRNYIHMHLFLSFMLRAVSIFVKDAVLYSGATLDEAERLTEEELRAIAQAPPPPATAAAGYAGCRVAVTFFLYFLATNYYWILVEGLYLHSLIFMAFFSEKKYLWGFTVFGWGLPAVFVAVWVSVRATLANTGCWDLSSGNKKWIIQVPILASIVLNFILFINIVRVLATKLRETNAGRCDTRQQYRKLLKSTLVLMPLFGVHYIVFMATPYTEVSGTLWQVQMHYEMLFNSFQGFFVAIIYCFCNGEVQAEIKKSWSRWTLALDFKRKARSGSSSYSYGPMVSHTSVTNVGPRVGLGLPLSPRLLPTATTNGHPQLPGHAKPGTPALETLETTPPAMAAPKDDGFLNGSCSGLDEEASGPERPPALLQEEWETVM
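HEK-293-derived GP2 cells expressing PTHR1 and a GloSensor cAMP reporter, 3,000/well, plated overnight, given luciferin plus IBMX (each 0.5 mM as added) for 1 h at 37 °C, then compound for 1 h at 37 °C. Luminescence was read after 15 min at room temperature.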
PI5P4Ka inh = qHTS for Inhibitors of phosphatidylinositol 5-phosphate 4-kinase (PI5P4K). Phosphatidylinositol 5-phosphate 4-kinase type-2 alpha (Homo sapiens), P48426. PI5P4Kalpha enzyme, ADP-Glo luminescence, 60 min; active compounds read low. max response, %. hit rate 1.2% among 330,000. AID 652105, 2013; active = max response of -50% or lower; inconclusive = between -30% and -50%; inactive = -30% or higher; note: value at the top dose of about 77 µM; % is set by controls: 0 for no effect and ±100 for the full control effect
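Single end-point luminescence (ADP-Glo) quantified ADP from PI5P4Kalpha turnover; ATP 5 microM final, 1 h at RT, 0.1% CHAPS and 0.28 mM EGTA in HEPES pH 7.4.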
GLP1R inv ag = qHTS of GLP-1 Receptor Inverse Agonists (Inhibition Mode); hit rate 1.6% among 410,000; Potency, µM (top dose mostly 38.3 µM), inactives show at the highest dose activity change, negative = inhibition, actives largely listed as inhibitors; HEK293 GLP-1R CRE-luciferase, luminescence, 24 h; GLP-1R form is constitutively active; Glucagon-like peptide 1 receptor (Homo sapiens), P43220; note: potency is the fitted concentration of half-maximal effect; % is set by controls: 0 for no effect and ±100 for the full control effect; nearly all actives have a fitted effect of over 55% in size
Target sequence (P43220 whole entry, looked up): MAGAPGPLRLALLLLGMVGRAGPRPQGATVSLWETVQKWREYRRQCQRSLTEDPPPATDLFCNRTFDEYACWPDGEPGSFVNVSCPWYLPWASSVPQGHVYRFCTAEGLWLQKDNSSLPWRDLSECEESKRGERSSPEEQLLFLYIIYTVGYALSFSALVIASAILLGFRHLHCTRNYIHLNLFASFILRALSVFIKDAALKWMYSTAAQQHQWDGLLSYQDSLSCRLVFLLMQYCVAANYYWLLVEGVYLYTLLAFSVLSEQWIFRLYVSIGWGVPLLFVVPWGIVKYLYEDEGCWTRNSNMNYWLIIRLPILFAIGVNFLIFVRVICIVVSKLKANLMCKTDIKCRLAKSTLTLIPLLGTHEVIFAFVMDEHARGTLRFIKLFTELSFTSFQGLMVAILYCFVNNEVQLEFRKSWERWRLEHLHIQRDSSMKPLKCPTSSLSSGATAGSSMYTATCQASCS
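Inverse agonists were sought by their lowering of basal cAMP reporter luciferase output in HEK293 cells stably carrying constitutively active human GLP-1R, after 24 h compound treatment.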
GLP1R cytotox = qHTS of GLP-1 Receptor Inverse Agonists: Cytotox Screen; HEK293 cAMP-luciferase reporter cells, luminescence, 24 h; hit rate 0.13% among 410,000; Potency, µM (titrated, usually from 38.3 µM), inactives show at the top dose activity change, negative = inhibition, hits mostly inhibitors;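 note: loss of luciferase light is scored as toxicity; potency is the fitted concentration of half-maximal effect; % is set by controls: 0 for no effect and ±100 for the full control effect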
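Compound-treated cells are incubated 24 hr at 37 deg C under 5% CO2 after a 12 hour attachment period, then luciferase detection reagent is added and luminescence is measured following 12 min at room temperature; lowered signal indicates toxicity.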
GLP1R ag = qHTS of GLP-1 Receptor Agonists. Glucagon-like peptide 1 receptor (Homo sapiens), P43220. Potency, µM (doses to about 45.6 µM), inactives show at the top dose activation, actives largely listed as activators. hit rate 0.007% among 380,000. HEK293 GLP-1R CRE-luciferase, luminescence, 4-6 h; cells express a hypersensitive GLP-1R form; note: potency is the fitted concentration of half-maximal effect; % of control where 0% means no effect
PLK1 PBD inh = qHTS for Inhibitors of PLK1-PDB (polo-like kinase 1 - polo-box domain): Primary Screen | AID 720504, 2013 | hit rate 2.8% among 360,000 | Potency, µM, for inactives: max response, negative = inhibition, most hits filed as inhibitors | Serine/threonine-protein kinase PLK1 (Homo sapiens), P53350 | Plk1 PBD binding of FITC phosphopeptide, fluorescence polarization; note: potency is the fitted concentration of half-maximal effect; series mostly up to about 57 µM; % is set by controls: 0 for no effect and ±100 for the full control effect; nearly all actives have a fitted effect of over 65% in size
EPAC1 agonist = qHTS for Agonist of cAMP-regulated guanine nucleotide exchange factor 3 (EPAC1): primary screen. Rap guanine nucleotide exchange factor 3 (Homo sapiens), O95398. EPAC1 agonist qHTS, biochemical assay; response scale: 100% = response to 6.5 mM cAMP. Potency, µM (highest dose often 154 µM), for inactives: top-dose activation, most hits filed as activators. hit rate 0.073% among 360,000. AID 720707, 2013; note: potency is the fitted concentration of half-maximal effect; nearly all actives have a fitted effect of over 60% in size
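Nucleotide exchange assay: 100 nM EPAC1 with 250 nM Rap1B loaded with BODIPY-GDP and 50 uM GDP, room temperature. Fluorescence (480/540 nm) read every 5 min for 30 min; signal change normalized to 6.5 mM cAMP as full agonist.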
EPAC1 antagonist = qHTS for Antagonist of cAMP-regulated guanine nucleotide exchange factor 3 (EPAC1): primary screen; Potency, µM (doses to about 115 µM), for inactives: at the highest dose activity change, negative = inhibition, usual class: inhibitors; Rap guanine nucleotide exchange factor 3 (Homo sapiens), O95398; AID 720709, 2013; hit rate 0.14% among 360,000; EPAC1 GEF assay, Rap1b-BODIPY-GDP exchange fluorescence;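 note: potency is the fitted concentration of half-maximal effect; plate controls were vehicle for no effect and positive control for full effect; nearly all actives have a fitted effect of over 50% in size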
* = called active by the depositor; i = inactive; ? = inconclusive; nt = not tested or not shown; [ ] = remark or other dose. Unless noted, calls come from the whole dose curve; as a rule, active = well fitted curve in the direction sought with a large enough effect; inconclusive = small, poorly fitted or top-dose-only effect, or another doubt; inactive = no such curve, though single readings can be large; an effect the other way counts as inactive or inconclusive. These rows are one share of the data; count on the stated rates, not on these rows.

entry | compound | IL-2 act | PTHR1 agonist | PI5P4Ka inh | GLP1R inv ag | GLP1R cytotox | GLP1R ag | PLK1 PBD inh | EPAC1 agonist | EPAC1 antagonist
1 | COc1sc(SC)cc1/C=N/NC(=O)c1ccncc1 | 0.0 | -15% | 1 | 18% | -4% | 11% | -19% | -3% | 1%
2 | NC(=O)C1CCN(Cc2nc(-c3ccccc3)no2)CC1 | 0.6 | i | nt | -1% | -6% | -10% | -2% | 0% | 0%
3 | O=C(COc1ccc(/C=N/NC(=O)CSCc2ccc([N+](=O)[O-])cc2)cc1)NCc1ccco1 | 1.5 | -24% | -1 | ? | -12% | 11% | -6% | 18% | 2%
4 | O=[N+]([O-])c1ccc(-c2csc(N3CCCCCC3)n2)cc1 | -0.6 | i | 13 | 12% | 55%[activator] | 9% | 0% | 5% | -14%
5 | C[C@@H]1CN([C@@H](C)CO)S(=O)(=O)c2ccc(C#Cc3cccc(F)c3)cc2O[C@@H]1CN(C)CC1CC1 | -2.9 | -19% | -6 | ? | -13% | 16% | 4% | 16% | 11%
6 | CC(=O)Nc1ccc(-c2csc(Nc3ccc(Cl)cn3)n2)cc1 | -2.2 | -25% | -8 | -36% | ? | 15% | -11% | 4% | -19%
7 | COc1ccc(NC(=O)CN(C)S(=O)(=O)c2ccc3c(c2)NC(=O)CS3)cc1 | -1.2 | ? | -16 | -21% | 5% | 0% | -16% | 1% | -16%
8 | CC(NCC(O)COC1CCC(C(C)(C)C)CC1)c1ccccc1 (stereo not given) | -0.5 | -7% | 3 | 10µM* | ? | 3% | -6% | -9% | -8%
9 | COc1ccccc1C(=O)NCC(=O)OCc1csc(-c2ccccc2)n1 | -2.3 | -24% | 5 | 21% | 17% | 11% | -14% | 9% | -24%
10 | CCCCOc1ccc2ccccc2c1C=O | -1.4 | -22% | 1 | -29% | -4% | 6% | -1% | 7% | 2%
11 | COc1ccc(-c2ccc3c(c2)S(=O)(=O)c2cccc(C(=O)N4CCN(c5ccccn5)CC4)c2C3=O)cc1OC | 0.0 | -6% | -5 | 15% | 4% | 7% | -2% | 3% | 10%
12 | O=S(=O)(c1ccc2nnn(O)c2c1)N1CCOCC1 | 0.3 | i | ? | -3% | 0% | -7% | -4% | -4% | 0%
13 | Cc1cc(C(=O)C(=O)N(C)C)c(C)n1-c1ccc(Cl)c(Cl)c1 | -1.8 | -45%[inhibitor] | 1 | -20% | 1% | 19% | -3% | 9% | -9%
14 | CCCCCCN(C(=O)CCl)c1ccccc1 | -0.9 | -49%[inhibitor] | 2 | ? | -24% | -4% | -20% | -10% | -15%
15 | COc1ccc(NS(=O)(=O)N2CCOCC2)cc1 | -4.4 | 7% | -3 | -7% | -7% | 1% | 4% | -15% | 1%
16 | COc1ccc(CCNC(=O)CSc2nnnn2-c2ccccc2)cc1 | 0.0 | i | 1 | ? | -14% | 0% | 1% | 0% | 13%
17 | CC(=O)c1ccc2c3c(cccc13)C(=O)N(CCc1ccccc1)C2=O | -3.4 | -26% | -29 | -14% | -9% | 3% | -20% | 6% | -7%
18 | COc1ccc(N(CC(=O)Nc2cc(C)on2)S(=O)(=O)c2cc(C)ccc2C)cc1 | -3.3 | -2%[57.5 µM] | nt | ? | -4% | 18% | -7% | 22% | -25%
19 | CC(C)CC(=O)Nc1nnc(SCC(=O)NCC2CCCO2)s1 (stereo not given) | -0.6 | i | -1 | 23% | 1% | -2% | 0% | 7% | 6%
20 | O=C(CSc1nnc(Nc2ccccc2F)s1)c1cc2ccccc2o1 | -0.3 | i | ? | ? | -16% | 0% | -14% | 10% | -10%
21 | O=C1CC(c2ccccc2)NC(=O)N1 (stereo not given) | 1.4 | 2%[57.5 µM] | 2 | -2% | 3% | 2% | -4% | 0% | 0%
22 | Cc1ccc(C)c(S(=O)(=O)N2CCCN(C)CC2)c1 | 0.5 | i | 4 | -29% | 10% | 3% | -1% | 1% | -4%
23 | N#Cc1nc(-c2ccc(F)cc2)oc1N1CCCCC1 | -3.7 | 0% | 6 | -1% | 5% | 10% | 5% | -10% | -13%
24 | Cc1c(-c2ccccc2)n[nH]c1C(=O)NN | 3.6 | i | 3 | 36%[activator] | 2% | 6% | 0% | 4% | 11%
25 | Cc1cnc(CNC(=O)C2CCC(=O)N(CCc3cccc(F)c3)C2)[nH]1 (stereo not given) | 0.4 | i | 0 | ? | -15% | 2% | -5% | 12% | 9%
26 | CCn1c(C)csc1=NC(=O)c1ccccc1 | -3.1 | -1% | -1 | 1% | -15% | 2% | 0% | -1% | -9%
27 | COC(=O)C(Cc1ccc(O)cc1)NC(=O)Cn1cc(C)c(=O)[nH]c1=O (stereo not given) | -0.3 | i | -2 | 12% | 1% | 0% | 2% | 4% | 7%
28 | O=C1C(=Cc2cccc(F)c2)Cc2ccccc21 | 0.7 | -32%[inhibitor] | 3 | 6% | 5% | 13% | -13% | 19% | -27%
29 | Cc1cccc(C(=O)NC2=NCCS2)c1 | -2.7 | -8% | 0 | ? | -8% | 1% | 5% | 4% | 4%
30 | Cc1cc2c(cc1S(=O)(=O)Nc1cccc(F)c1)n(C)c(=O)c(=O)n2C | -3.6 | -23% | 0 | 12% | -3% | -4% | -2% | 8% | -2%
31 | Cc1ccc(-n2c(SCC(=O)NCc3ccco3)nc3nc4c(cc3c2=O)COC(C)(C)C4)cc1 | 0.7 | -8%[57.5 µM] | 2 | 5% | -2% | -7% | -13% | -18% | -16%
32 | Cc1ccc(CN2CCS(=O)(=O)CC2)o1 | -1.6 | -17% | -2 | 5% | 0% | 1% | 5% | -2% | 0%
33 | CC1CCCCC1NC(=O)c1ccc(S(=O)(=O)NNC(=O)c2ccncc2)cc1 (stereo not given) | -1.3 | i | -6 | 35%[activator] | 13% | 1% | ? | -7% | ?
34 | c1ccc(-c2noc(-c3ccc4c(c3)OCO4)n2)nc1 | -1.3 | -21% | nt | ? | 0% | -8% | -22% | 2% | -4%
35 | COCCCn1c2nc3ccccc3nc2c2c(=O)n(-c3ccccc3OC)cnc21 | -0.2 | -7% | 3 | 25% | 21% | 10% | -10% | 1% | -5%
36 | COc1cc(C(=O)Nc2cccc(-c3nncn3C)c2)cc(OC)c1OC | -0.6 | i | 5 | 17% | 15% | 8% | -5% | 0% | 0%
37 | CCCN1C2CCCC1CC(NC(=O)c1ccccc1Br)C2 (stereo not given) | -3.6 | i | 2 | -1% | -8% | 0% | -2% | 7% | -4%
38 | N=C(N)Cc1ccccc1Sc1ccccc1 | 2.1 | i | 2 | ? | -1% | -1% | 2% | 0% | -3%
39 | O=C(NC1CCN(Cc2ccccc2)CC1)c1ccccc1Cl | -0.5 | -22% | 1 | -10% | 5% | 0% | -5% | 4% | -24%
40 | COc1ccccc1C(=O)NC(C)C(c1cccs1)N1CCOCC1 (stereo not given) | -1.9 | i | nt | 0% | -7% | 4% | -3% | -1% | -5%

Looked up by structure from the list above:
entry | compound | IL-2 act | PTHR1 agonist | PI5P4Ka inh | GLP1R inv ag | GLP1R cytotox | GLP1R ag | PLK1 PBD inh | EPAC1 agonist | EPAC1 antagonist
2 | NC(=O)C1CCN(Cc2nc(-c3ccccc3)no2)CC1 | 0.6 | i | nt | -1% | -6% | -10% | -2% | 0% | 0%
15 | COc1ccc(NS(=O)(=O)N2CCOCC2)cc1 | -4.4 | 7% | -3 | -7% | -7% | 1% | 4% | -15% | 1%

Remaining list, next part
entry | compound | IL-2 act | PTHR1 agonist | PI5P4Ka inh | GLP1R inv ag | GLP1R cytotox | GLP1R ag | PLK1 PBD inh | EPAC1 agonist | EPAC1 antagonist
41 | O=C(NCc1ccco1)c1ccc(NC(=O)C2COc3ccccc3O2)cc1 (stereo not given) | -0.4 | i | 0 | -30% | -17% | -2% | -5% | 9% | 12%
42 | CC(C)SCc1cc(N2CCCC2)nc(-c2ccccc2)n1 | -2.7 | i | 0 | -7% | 6% | 14% | -13% | 10% | 13%
43 | C=C1C(=O)[C@]23C[C@H]1CC[C@H]2[C@]1(C)[C@@H](OC(C)=O)CC[C@@](C)(C(=O)O)[C@H]1C[C@@H]3O | -0.4 | -96%[inhibitor] | -1 | ? | -27% | -17% | ? | 1% | -9%
44 | Nc1cc(N)nc(SCCc2ccccc2)n1 | -0.3 | -13% | 4 | 13% | 3% | 18% | -15% | 3% | 8%
45 | CCc1noc(C)c1C(=O)OCC(=O)NC(C)c1ccccc1 (stereo not given) | -0.1 | i | 2 | 3% | -4% | 2% | -8% | 5% | -6%
46 | COC(=O)[C@@]12C[C@@H](CC(=O)NCCCN3CCCC3=O)C(=O)N(Cc3ccco3)C1=CCC(C)(C)C2 | 0.0 | -10% | 8 | -1% | -1% | nt | 0% | -9% | -7%
47 | COc1ccc(S(=O)(=O)N2CCCCC2)cc1NC(=O)C1CC1 | 0.1 | i | 0 | -2% | 3% | 20% | -4% | 16% | -7%
48 | CC(C)CC(COCc1cccc(Cl)c1)N1CCN(C(=O)c2ccc(C(F)(F)F)cc2)CCC1=O (stereo not given) | -0.1 | -50%[inhibitor] | 1 | 10µM* | -13% | -2% | -3% | -20% | -26%
49 | O=C(CN1CCOCC1)NCCC12CC3CC(CC(C3)C1)C2 | 0.0 | i | 4 | 0% | -1% | 8% | 1% | -4% | 1%
50 | COc1ccc(CCNCC(=O)Nc2ccc(C)c(S(=O)(=O)N(C)C)c2)cc1OC | -3.4 | 7% | 2 | 2% | -4% | 0% | -13% | -2% | -11%
51 | O=C(COC(=O)CCSc1ccccc1)NCc1ccccc1Cl | -0.6 | i | 11 | 1% | -2% | -1% | ? | 1% | -11%
